# Source: PubChem BioAssay (National Center for Advancing Translational Sciences (NCATS))
# D2 antag – HTS Assay for Allosteric Antagonists of the Human D2 Dopamine Receptor: Primary Screen for Antagonists; HEK293 TREx D2 cells, calcium flux, dopamine EC80; D(2) dopamine receptor (Homo sapiens), P14416; 340,000 tested, 2% active; AID 485344, 2010; inhibition, % at 10 µM; in the data active = inhibition above about 30%; note: 0% is about no effect
#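 Cells plated overnight at 30 C with tetracycline; no-wash calcium dye, 30–90 min RT; 10 s baseline; compound pinned; 180 s read; EC80 dopamine added; another 180 s read.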
# LDHA block – qHTS assay for inhibitors of human lactate dehydrogenase. L-lactate dehydrogenase A chain (Homo sapiens), P00338. purified LDHA, NADH/diaphorase-resazurin fluorescence; hits give low values. activity change, % (values are at about 110 or 230 µM). 480,000 tested, 0.15% active. AID 1347041, 2019; in the data active = activity change below about -30%; inconclusive = mostly about -25% to -30%;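 note: plate controls were DMSO wells for no effect and wells without enzyme for full effect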
#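 LDH5 2 nM; NADH 0.06 mM, pyruvate 0.2 mM; 200 mM Tris pH 7.4, EDTA, Tween-20; 5 min RT. Detection: diaphorase 0.133 mg/mL + resazurin 37 µM, fluorescence ex540/em590 at 0 and 20 min; normalized to enzyme-free and DMSO wells.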
# D2 ag – HTS Assay for Allosteric Agonists of the Human D2 Dopamine Receptor: Primary Screen for Agonists | HEK293 T-REx D2 cells, calcium flux agonist mode | 340,000 tested, 0.53% active | activation, % at 2 µM | AID 485358, 2010;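 active = activation over 3 SD above normal in the single-dose calcium agonist read, cut at about 30% in these data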; note: 0% is about no effect
#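 HEK293 Trex D2 cells, tetracycline-induced, o/n 30 C 5% CO2; no-wash Ca dye, RT 30–90 min; 10-cycle baseline, 23 nl cpd added, kinetic Ca read 180 s; agonist hits = positive Ca response.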
# ERG Ets-DNA blk – qHTS for Small Molecule Inhibitors of the ERG Ets/DNA interaction; Transcriptional regulator ERG (Homo sapiens), P11308; fluorescence polarization, His-ERG Ets domain / labelled DNA; Potency, µM (doses to about 76.9 µM), for inactives: at the highest dose FP activity, negative = inhibition, hits mostly inhibitors; 370,000 tested, 0.028% active; AID 624246, 2012; active = well fitted inhibition curve with a large enough effect in the polarisation, with a control signal flat; inconclusive = small, poorly fitted or top-dose-only effect, or effect the other way, or a change in a side signal; inactive = no such curve, though single readings can be large or run the other way; the % refers to the polarisation;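 note: polarization taken with two DNA probes labelled with fluorescein and Texas red; potency is the fitted concentration of half-maximal effect; % of control where 0% means no effect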
#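 His-tagged ERG Ets domain (1 uM in the protein solution; 300mM KCl, 50mM Tris-HCl, 1mM EDTA, 1mM DTT, pH 7.5) received compound, then a probe mix of 5 nM fluorescein-DNA and 100nM Texas-615-DNA. Fluorescence polarization was read for both dyes.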
# RGS4 inh – Inhibitors of Regulator of G Protein Signaling (RGS) 4: qHTS; 390,000 tested, 0.039% active; Potency, µM (series often up to 114 µM), for inactives: top-dose activity change, negative = inhibition, usual class: inhibitors; Regulator of G-protein signaling 4 (Homo sapiens), P49798; Transcreener GDP fluorescence polarization, RGS4-accelerated GTP hydrolysis; note: potency is the fitted concentration of half-maximal effect; % is set by controls: 0 for no effect and ±100 for the full control effect; nearly all actives have a fitted effect of over 75% in size; some results filed as inactive show a strong effect at the top dose
# Target sequence (P49798 whole entry, looked up): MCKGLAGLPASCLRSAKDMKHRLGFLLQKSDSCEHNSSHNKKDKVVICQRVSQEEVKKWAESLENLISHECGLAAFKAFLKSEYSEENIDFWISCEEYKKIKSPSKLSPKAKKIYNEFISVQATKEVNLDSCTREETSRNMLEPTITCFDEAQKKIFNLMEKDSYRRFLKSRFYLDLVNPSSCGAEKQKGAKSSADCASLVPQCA
#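 MLSMR compounds (23 nl, pin-transferred) preincubated 10 min at room temperature with a 500nM (2x) first reagent, then RGS4 at 900nM (2x) plus Transcreener GDP mix added; fluorescence polarization (620/688 nm) read before and after 90 min at 30 °C.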
# Glioma ERSR ind – qHTS for Inducers of the Endoplasmic Reticulum Stress Response (ERSR) in Human Glioma: qHTS | 420,000 tested, 0.02% active | Potency, µM, inactives show at the highest dose activation, hits mostly activators | U87-MG GRP78 promoter luciferase reporter, 16 h; note: potency is the fitted concentration of half-maximal effect; series mostly up to about 76 µM; % of control where 0% means no effect; nearly all actives have a fitted effect of over 35% in size
#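 ERSR induction read as luciferase luminescence (Bright-Glo, 10 min at room temperature) in stably transfected human U87-MG glioma cells exposed to compounds for 16 h, using GRP78 as sensor.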
# Vif-A3F inh – qHTS for Inhibitors of Vif-A3F Interactions: qHTS; HeLa A3F-eYFP + Vif (tagged APOBEC3F with the HIV-1 protein that degrades it), YFP fluorescence increase; Potency, µM (doses to about 46.1 µM), inactives show at the top dose activity, negative = active; 390,000 tested, 0.2% active; AID 602313, 2012; note: potency is the fitted concentration of half-maximal effect; % of control where 0% means no effect; nearly all actives have a fitted effect of over 65% in size
#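 HeLa cells stably expressing A3F-eYFP plus Vif, plated and incubated overnight at 37 deg C, then exposed to compounds overnight at 37 deg C. Blocked degradation read as raised yellow fluorescence (Ex 488/Em 500-530).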
# ALOX12 inh – Primary qHTS assay for inhibitors of human arachidonate 12S-lipoxygenase (ALOX12): Round 2 | Potency, µM (series often up to 108 µM), without a hit: at the top dose activity change, negative = inhibition, hits mostly inhibitors | Polyunsaturated fatty acid lipoxygenase ALOX12 (Homo sapiens), P18054 | purified 12hLO, xylenol orange hydroperoxide absorbance | 580,000 tested, 1.1% active; note: potency is the fitted concentration of half-maximal effect; % is set by controls: 0 for no effect and ±100 for the full control effect
# Target sequence (P18054 whole entry, looked up): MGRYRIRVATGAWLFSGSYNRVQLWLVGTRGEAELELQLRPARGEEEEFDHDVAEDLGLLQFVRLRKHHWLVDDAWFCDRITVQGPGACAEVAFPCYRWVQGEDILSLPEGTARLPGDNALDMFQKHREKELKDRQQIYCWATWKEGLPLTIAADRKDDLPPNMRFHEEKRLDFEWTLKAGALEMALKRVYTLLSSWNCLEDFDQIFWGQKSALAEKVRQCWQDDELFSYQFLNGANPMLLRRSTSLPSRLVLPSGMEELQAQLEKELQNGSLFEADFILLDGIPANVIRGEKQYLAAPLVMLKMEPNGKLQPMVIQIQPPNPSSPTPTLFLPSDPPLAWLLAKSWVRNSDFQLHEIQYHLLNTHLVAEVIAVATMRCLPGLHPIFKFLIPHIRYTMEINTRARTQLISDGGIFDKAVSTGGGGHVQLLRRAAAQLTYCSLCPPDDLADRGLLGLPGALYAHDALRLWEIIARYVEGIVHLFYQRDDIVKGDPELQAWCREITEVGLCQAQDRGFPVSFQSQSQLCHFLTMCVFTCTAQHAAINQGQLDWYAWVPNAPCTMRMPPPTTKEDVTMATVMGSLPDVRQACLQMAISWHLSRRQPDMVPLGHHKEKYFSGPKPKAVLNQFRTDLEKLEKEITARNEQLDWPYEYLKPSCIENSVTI
#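 Purified human 12hLO (150 nM final) in 25 mM Hepes, 0.01% Triton X-100, pH 7.0 was preincubated 15 min at room temperature with compound. Then 40 uM arachidonic acid was added, 30 min. Hydroperoxide was read by Fe-XO absorbance ratio 573/405 nm.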
# Vif-A3G inh – qHTS for Inhibitors of Vif-A3G Interactions: qHTS | DNA dC->dU-editing enzyme APOBEC-3G (Homo sapiens), Q9HC16 | HeLa A3G-eYFP + Vif (tagged APOBEC3G with the HIV-1 protein that degrades it), YFP fluorescence, overnight | Potency, µM (top dose mostly 46.1 µM), for the others: at the highest dose activity, negative = active, actives largely listed as inhibitors | 410,000 tested, 0.076% active | AID 602310, 2012;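 note: potency is the fitted concentration of half-maximal effect; % is set by controls: 0 for no effect and ±100 for the full control effect; nearly all actives have a fitted effect of over 60% in size; hits raise eYFP signal because A3G escapes Vif-driven loss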
#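 Read-out is eYFP fluorescence (Ex 488/Em 500-530) from Vif-expressing HeLa A3G-eYFP cells; more signal means A3G escaped Vif-mediated degradation. Cells plated overnight, compound pinned in, incubated overnight at 37 deg C.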
# * hit, by the source's call; u = inconclusive; x = no result given; & = joins results of further samples; [ ] = remark or other dose. Unless noted, calls come from the whole dose curve; as a rule, active = well fitted curve in the direction sought with a large enough effect; inconclusive = small, poorly fitted or top-dose-only effect, or another doubt; inactive = no such curve, though single readings can be large; an effect the other way counts as inactive or inconclusive. Only part of the results is shown; rates above refer to the full screens.
nr	Molecule	D2 antag	LDHA block	D2 ag	ERG Ets-DNA blk	RGS4 inh	Glioma ERSR ind	Vif-A3F inh	ALOX12 inh	Vif-A3G inh
1	O=C(CSc1nnc(COc2cccc3cccnc23)o1)c1ccc(F)cc1	-11	0	0.7	x	-20%	-3%	4%	7%[57.4 µM]	-9%
2	Cc1ccc2oc(=O)c(/C=C(\O)c3sc(C)nc3C)nc2c1	x	14	x	2%	-8%	-3%	-17%	-14%	0%
3	COc1cc(Cl)c(NC2=CC(=O)C(=O)c3ccccc32)c(OC)c1	2	11	1.5	-3%	-1%	-14%	5%	-2%	u
4	Clc1ccc(-c2nnc(-c3ccccc3)o2)c(Cl)c1	14	-15	0.8	3%	15%	3%	-1%	3%	-1%
5	CCOC(=O)c1cc(NCc2cccs2)ccc1N1CCOCC1	-1	-2	0.6	4%	-20%	-6%	22%	-3%	2%
6	CC(=O)c1cccc(N(CC(=O)NC2CCCC2)C(=O)c2ccc(C)s2)c1	3	-2	0.4	12%	14%	1%	-8%	-9%	0%
7	COc1cc([N+](=O)[O-])ccc1Nc1nc(C)cc(C)n1	-4	0	0.3	-1%	-41%	-1%	-5%	u	0%
8	O=S(=O)(NN1CCOCC1)c1ccc(Br)s1	5	-1	0.6	-4%	u	-1%	-10%	-6%	-1%
9	Cc1ccc(CNC(=O)CSc2nc3ccsc3c(=O)n2Cc2ccc(C(=O)O)cc2)cc1	-6	-16	0.6	-1%	13%	-4%	5%	28%	-3%
10	COc1cc2ccccc2cc1C(=O)Nc1ccc(Br)cn1	18	-6	0.1	-7%	18%	7%	-4%	0%	-4%
11	COc1ccc(NC(=O)c2ccco2)cc1NC(=O)c1cc(Br)ccc1Cl	x	-8	0.4	-2%	8%	-5%	2%	-27%	1%
12	Cc1ccc(-n2nc(C)c3c(C)cc(=O)n(CC(=O)N4CCCc5ccccc54)c32)cc1	x	-7	0.7	-3%	12%	-3%	3%	-10%	-5%
13	O=C(O)Cn1nnc(-c2cccs2)n1	1	-7	-0.1	-2%	3%	-5%	-21%	454%[activator]	0%
14	CCOc1cccc(CNCc2ccncc2)c1	-1	-9	-0.1	-6%	36%	-4%	2%	u	0%
15	CC1CCCN(C(=O)CSc2c3c(nc4cc(Cl)ccc24)CCCC3)C1 (configuration not stated)	x	2	-0.9	7%	16%	-10%	6%	-5%	-8%
16	CC(=O)c1ccc(S(=O)(=O)N2CCN(C(C)C(=O)N(C)Cc3ccccc3)CC2)cc1 (configuration not stated)	x	-9	x	1%	7%	-1%	-7%	-1%	0%
17	Cn1c(=O)c2c(-c3ccc(Br)cc3)n(Cc3ccc(F)cc3)cc2n(C)c1=O	x	-4&-8	0.5	7%	5%	-10%	1%	u	-8%
18	CCOC(=O)C1CCN(C(=O)Cn2cnc3sc(C)c(S(=O)(=O)N4CCOCC4)c3c2=O)CC1	-10	-6	0.6	8%	-16%	-2%	-15%	9%	0%
19	CCOc1ccc(NC(=O)C2CCCN(S(=O)(=O)c3ccc(-n4cnnn4)cc3)C2)cc1 (configuration not stated)	-31	-8	0.4	-3%	2%	-4%	-3%	-7%	1%
20	Cc1cc([N+](=O)[O-])nn1CC(=O)c1ccccc1	-12	-12	-0.3	-6%	22%	-1%	-2%	-16%	-3%
21	COc1cc(/C=N/Nc2cccc(C)c2)cc(Br)c1O	-15	5	0.2	-13%	-27%	-8%	3%	2.8µM*	-4%
22	CC(C)OCCCNc1nc(-c2ccccc2)nc2ccccc12	-9	-1	-0.1	-2%	25%	-4%	-7%	20%	-8%
23	O=C(N/N=C/c1cc(Br)cs1)C(O)c1ccccc1 (configuration not stated)	4	3	-0.4	-3%	-51%	0%	-1%	-14%	-3%
24	O=C(CSc1nccc(=O)[nH]1)NCc1ccc(Cl)cc1	0	-4	0.2	-4%	36%	-3%	-2%	-8%	1%
25	O=S(=O)(c1ccccc1F)N1CCc2ccccc2C1	26	-3	-1.2	2%	-20%	-4%	0%	0%	0%
26	CC(=O)Nc1cccc(Oc2cc(C#N)c(C#N)cc2N2CCOCC2)c1	-20	5	-0.7	7%	-15%[11.4 µM]	-4%	8%	-9%	3%
27	C=CCn1c(O)c(N=NC(=O)c2cccnc2)c2cc(Br)ccc21	-13	-5	0.7	-3%	12%	-1%	2%	11%	-9%
28	CCc1nnc(NC(=O)CSc2nnc(CNc3ccc(OC)cc3)n2CC)s1	0	3	0.6	6%	13%[11.4 µM]	-1%	4%	2%	-4%
29	O=C(COc1ccc(F)cc1Cl)N(Cc1nnc(-c2ccccc2Cl)o1)C1CC1	x	-3	x	-10%	20%	-1%	7%	2%	1%
30	COc1cc(CC(=O)N2CCN(S(=O)(=O)c3ccc(C(C)C)cc3)CC2)cc(OC)c1OC	x	2	x	x	x	-3%	-1%	-4%	1%
31	CCOC(=O)c1nnn(-c2nonc2OC)c1-c1ccccc1	2	-6	-0.1	2%	28%	0%	0%	-18%	-2%
32	CCOC1=NN(c2ncc(C(F)(F)F)cc2Cl)C(=O)C1	-3	-5	0.4	-17%	u	-3%	-11%	18%	0%
33	COc1ccc(N(CC(=O)NC2CC2)S(=O)(=O)c2ccccc2)cc1	-5	-18	-0.1	11%	14%	-2%	12%	4%	-5%
34	CCOC(=O)C(NC(C)=O)(OCc1ccc(F)cc1)C(F)(F)F (configuration not stated)	-12	-3	-1.2	-3%	12%	-6%	2%	152%[activator]	1%
35	COc1ccc2[nH]c(=O)c(CNc3ccc(C)cc3C)cc2c1	-18	22	4.0	-8%	7%	0%	-2%	-26%	-2%
36	CCN(C(=O)CN1CCN(C)CC1)c1cccc2ccccc12	22	-36*	0.1	-2%	-3%	2%	1%	u	-4%
37	CNC(=O)C1(C)Cc2c(-c3ccc(NC(C)=O)cc3)ccnc2O1 (configuration not stated)	x	-12	x	x	x	-2%	x	-1%	-3%
38	Cc1ccc(OCC(=O)N2CCCCC2C)c([N+](=O)[O-])n1 (configuration not stated)	x	-3	x	-3%	7%	-5%	0%	229%[activator]	6%
39	Cc1sc2nc(CSC(C)C(=O)Nc3ccc(C(N)=O)cc3)[nH]c(=O)c2c1C (configuration not stated)	x	1	x	u	u	-3%	-1%	-12%	0%
40	CN(C)C(=O)N1CCC(C(=O)N2CCCC(C(=O)c3ccc(C(C)(C)C)cc3)C2)CC1 (configuration not stated)	-6	-11	-0.6	-12%	17%	-1%	-2%	2%	1%
